Source: PubChem (NCI)
yeast mlh1 rad18 = NCI yeast anticancer drug screen, S. cerevisiae mlh1 rad18 strain; % growth inhibition at 50 µM; 79,000 tested, 11% active; AID 175, 2004;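 further: 0% = growth of vehicle-only cultures of the same strain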
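Cells of a genetically altered yeast strain, deficient in DNA damage repair, were treated with compound. Their growth was then compared with that of vehicle-treated cultures to give inhibition.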
rad50 = NCI yeast anticancer drug screen, S. cerevisiae rad50 strain | % growth inhibition at 50 µM | 79,000 tested, 10% active;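 further: 0% = growth of vehicle-only cultures of the same strain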
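Compounds were tested on a yeast strain with an engineered DNA damage repair alteration; the reported value is growth inhibition normalised to vehicle treatment.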
yeast cln2 rad14 = NCI yeast anticancer drug screen, S. cerevisiae cln2 rad14 strain. 78,000 tested, 8.3% active. % growth inhibition at 50 µM. AID 165, 2004;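 further: 0% = growth of vehicle-only cultures of the same strain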
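Each compound was tested on cln2 rad14 yeast. Inhibition of growth was calculated against vehicle-exposed controls.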
yeast mec2-1 = NCI yeast anticancer drug screen, S. cerevisiae mec2-1 strain; growth inhibition, % at 50 µM; 79,000 tested, 9% active;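 further: 0% = growth of vehicle-only cultures of the same strain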
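Readout is yeast growth inhibition, normalised to vehicle-treated controls, in the mec2-1 strain exposed to compound.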
yeast sgs1 mgt1 = NCI yeast anticancer drug screen, S. cerevisiae sgs1 mgt1 strain; 78,000 tested, 10% active; AID 161, 2004; % growth inhibition at 50 µM;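 further: 0% = growth of vehicle-only cultures of the same strain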
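Percent growth inhibition was derived by comparing compound-exposed mutant yeast with vehicle-exposed cultures. The strain carries alterations in DNA damage repair.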
yeast bub3 = NCI yeast anticancer drug screen, S. cerevisiae bub3 mutant strain. AID 167, 2004. 78,000 tested, 9.9% active. growth inhibition, % at 50 µM;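 further: 0% = growth of vehicle-only cultures of the same strain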
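Compounds were applied to a genetically altered yeast strain carrying a cell-cycle control defect. Growth inhibition was scored against vehicle-treated controls.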
* hit, by the source's call; & = joins results of further samples. No stated cut-off is given here; in the data, active means growth inhibition above about 70%; inactive means the rest. Compounds were not picked by outcome; about 13% have a hit in one of these screens.

Sample of the layout, six compounds:
SMILES | yeast mlh1 rad18 | rad50 | yeast cln2 rad14 | yeast mec2-1 | yeast sgs1 mgt1 | yeast bub3
C=CCN1CCC2(CC1)NC(=O)c1ccccc1O2 | -43.4 | -2.1 | 24.4 | -11.1 | 32.0 | 6.0
Cc1ccc([Se](=C(C(=O)c2ccccc2)C(=O)c2ccccc2)c2ccc(C)cc2)cc1 | 54.6 | 82.4* | 9.8 | 11.7 | 35.7 | 5.0
CCCCCCCCCCCCCCCCC(C#N)C(=O)O (centres undefined) | -18.9 | -14.4 | -1.0 | 0.9 | -18.2 | -22.8
CC1=Nc2ccccc2S/C1=C1/C=NC(=NC#N)N=C1C(=O)Nc1cccc(Cl)c1 | -29.1 | -8.8 | -16.1 | -16.2 | -52.0 | -16.4
CCC1=CCN(c2ccccn2)OC1c1ccc(OC)cc1 (centres undefined) | 24.1 | 32.6 | 22.3 | 13.7 | 49.2 | 40.2
Cc1cccc(C(=N)c2ccccc2Cc2cccc3ccccc23)c1C | 37.8 | 51.0 | 17.6 | 6.5 | 66.0 | 68.5

Results (from the top)
SMILES | yeast mlh1 rad18 | rad50 | yeast cln2 rad14 | yeast mec2-1 | yeast sgs1 mgt1 | yeast bub3
C=CCN1CCC2(CC1)NC(=O)c1ccccc1O2 | -43.4 | -2.1 | 24.4 | -11.1 | 32.0 | 6.0
Cc1ccc([Se](=C(C(=O)c2ccccc2)C(=O)c2ccccc2)c2ccc(C)cc2)cc1 | 54.6 | 82.4* | 9.8 | 11.7 | 35.7 | 5.0
CCCCCCCCCCCCCCCCC(C#N)C(=O)O (centres undefined) | -18.9 | -14.4 | -1.0 | 0.9 | -18.2 | -22.8
CC1=Nc2ccccc2S/C1=C1/C=NC(=NC#N)N=C1C(=O)Nc1cccc(Cl)c1 | -29.1 | -8.8 | -16.1 | -16.2 | -52.0 | -16.4
CCC1=CCN(c2ccccn2)OC1c1ccc(OC)cc1 (centres undefined) | 24.1 | 32.6 | 22.3 | 13.7 | 49.2 | 40.2
Cc1cccc(C(=N)c2ccccc2Cc2cccc3ccccc23)c1C | 37.8 | 51.0 | 17.6 | 6.5 | 66.0 | 68.5
O=C(Cc1csc(-c2nc(CC(=O)NNc3ccccc3)cs2)n1)NNc1ccccc1 | -12.6 | 12.7 | -38.4 | -3.4 | -27.9 | 2.8
Nn1cnc2[nH]ncc2c1=O | -17.1 | -39.2 | -11.6 | -17.6 | -16.6 | 1.8
Cc1ccc(CNC(=O)NC(C)(C)C)cc1 | 0.1 | -3.0 | -50.2 | -8.4 | -2.6 | 1.9
COC(=O)c1c(C#N)[nH]c(-c2ccsc2)c1C(=O)OC | -3.1 | -27.9 | 1.4 | -17.2 | -29.6 | -11.8
Oc1ccc2ccccc2c1CNCc1c(O)ccc2ccccc12 | -9.8&-8.2 | 2.9&-1.4 | -2.4&-23.4 | -34.8&-7.9 | 1.7&6.0 | -20.8&26.5
COc1ccc(-c2nnc(CCCCCCCCc3nnc(-c4ccc(OC)cc4)n3N)n2N)cc1 | -1.0 | -8.1 | 0.8 | -23.9 | -9.4 | -2.7
Clc1cc(Cl)c2[nH]c(-c3ccccc3)cc2c1 | 4.5 | -0.8 | 3.0 | 3.8 | -6.5 | -7.6
O=C(OCC1OC(OCC(OC(=O)c2ccccc2)C(OC(=O)c2ccccc2)C(OC(=O)c2ccccc2)c2cnn(-c3ccccc3)n2)C(OC(=O)c2ccccc2)C(OC(=O)c2ccccc2)C1OC(=O)c1ccccc1)c1ccccc1 (centres undefined) | 97.7* | 97.5* | 98.6* | 94.8* | 98.0* | 96.8*
CCc1ccc(/C=C/c2ccc([N+](=O)[O-])cc2)nc1 | 69.5 | 62.2 | 7.1 | 40.6 | 33.5 | 45.9
CC(C)N(C(=O)C12C3C4C1C1C2C3C41C(=O)C(C)(C)C)C(C)C (centres undefined) | 50.8 | 43.0 | 61.0 | 28.9 | 52.0 | 41.0
CC(C)c1cccc2ccccc12 | 13.4 | 2.9 | -13.8 | 0.2 | -2.9 | -4.7
O=c1sc(=S)[nH]n1-c1ccccc1 | -3.4 | 5.8 | 7.0 | 0.8 | -5.3 | 9.7
C=CCc1ccc(OC(=O)Nc2ccc(S(=O)(=O)CC)cc2)c(OC)c1 | -10.3 | 1.6 | -19.9 | -12.8 | -26.4 | -14.2
N#Cc1c2ccccc2cc2c1ccc1ccccc12 | 17.1 | 7.0 | -4.5 | 17.1 | 15.8 | 11.9
CC1(CCC(=O)OC2CCCCC2)OCCO1 | 44.9 | 27.8 | 18.6 | -15.2 | 31.4 | 4.9
O=C(NCc1ccccc1)C(c1ccccc1)c1ccccc1 | 0.8 | 1.9 | 5.7 | 4.9 | 2.6 | -9.1
CC1Cn2c(Cc3ccccc3)nnc2S1 (centres undefined) | -4.8 | -15.2 | 19.5 | 1.2 | 5.5 | -4.6
CC(C(=O)O)C(=O)O.[NH-]C1CCCCC1[NH-].[Pt+2] | 34.4&32.3 | 16.2&8.5 | -0.1&11.2 | 5.2&6.7 | -3.5&-11.1 | 21.3&20.4
Cc1cc(C)nc(N(C)CCN2CCCCC2)c1 | -5.8 | -6.5 | -25.1 | -3.1 | 3.4 | 5.5
O=C1CC(=O)C(Br)=C1Br | 99.5* | 99.5* | 99.3* | 99.5* | 99.5* | 99.4*
CCN(CC)/C(SCc1ccccc1)=C(\C(Cl)=C(Cl)Cl)[N+](=O)[O-] | 20.4 | -3.5 | -4.5 | 4.3 | 26.6 | 7.0
CC(=O)NC1CCCCC1Cl (centres undefined) | 7.0 | 5.1 | -2.8 | 12.8 | -4.5 | -7.9
CCCN1C(=O)CN(S(=O)(=O)c2ccc(Cl)cc2)C1=O | -46.9 | -1.1 | -8.0 | 4.0 | 3.6 | -1.2
COC(=O)C(=O)/C(=C\N1C(=O)CC(=O)NC1=S)C(=O)c1ccc([N+](=O)[O-])cc1 | 6.0 | 17.9 | 1.5 | -0.4 | 9.6 | -5.2
COc1cc(C=NCc2ccccc2)cc(OC)c1O | 8.9 | -1.1 | -14.6 | 19.2 | 4.7 | 19.8
O=C1CSC(c2ccc(F)c(F)c2)N1c1nncs1 (centres undefined) | 20.4 | 19.7 | 12.1 | 3.5 | 17.4 | 14.7
CCOC(=O)CC(c1ccc2c(c1)OCO2)c1cc(OC)c(OC)c(OC)c1 (centres undefined) | 3.2 | -7.7 | 0.5 | 24.9 | -3.0 | 29.1
[Cl][Pt+2][Cl].[NH-]C(CO)C([NH-])CO (centres undefined) | -61.5 | 32.4 | -15.8 | -47.9 | -10.3 | -27.9
CCOC(=O)Cn1c(=O)n(C)c(=O)c2[nH]cnc21 | 28.5 | 28.7 | 15.1 | -27.1 | 17.4 | 22.5
C[n+]1ccc2ccccc2c1C#N | 14.9 | 2.5 | -0.3 | 10.6 | -3.8 | 0.3
Nc1ccc(S(=O)(=O)c2ccc(N)cc2)cc1 | 22.8 | 18.8 | 15.7 | -5.8 | 5.3 | 7.3
CCOC(=O)C(Cl)(NC(=O)c1c(F)c(F)c(F)c(F)c1F)C(F)(F)F (centres undefined) | -5.5 | -6.8 | 14.6 | 14.2 | 12.5 | 10.6
CCC(O)C(C)C(O)CC (centres undefined) | 17.5 | 7.9 | 13.3 | 14.7 | 2.6 | 13.2
CCCCSc1ncnc2nc[nH]c12 | -15.7 | -38.0 | -21.4 | -15.4 | -9.1 | -7.5
CC(C)CCCC(C)C1CCC2C3CCC4CC(O)C5(CC4(C)C3CCC12C)SCCS5 (centres undefined) | 18.4 | 41.0 | 18.4 | 10.9 | 15.1 | -6.3
O=C(O)c1ccc(C(=O)O)c(C(=O)O)c1 | 7.7 | 11.0 | 1.6 | -16.4 | -4.6 | -2.1
CCCCCCCCCCCCc1ccsc1-c1ccc(-c2ccc(-c3sc(-c4cc(CCCCCCCCCCCC)c(-c5ccc(-c6ccc(-c7sccc7CCCCCCCCCCCC)s6)s5)s4)cc3CCCCCCCCCCCC)s2)s1 | -32.1 | -12.2 | 20.6 | -1.6 | -0.3 | -2.2
CC1=C(/C=C/C(C)=C/C=C/C(C)=C/C=C/C=C(C)/C=C/C=C(C)/C=C/C2=C(C)C(=O)C(O)CC2(C)C)C(C)(C)CC(O)C1=O (centres undefined) | 16.3 | 24.0 | 0.7 | -2.5 | -5.0 | 23.8
N#CC(NCC1(O)CCCCC1)C(O)c1ccccc1 (centres undefined) | 32.4 | 26.4 | 3.6 | 13.9 | 9.3 | 9.1
Nc1ccc(C(=O)NN2C(=O)C(Cl)C2c2ccc([N+](=O)[O-])cc2)cc1 (centres undefined) | -10.2 | -4.5 | 6.5 | -7.5 | -23.3 | -4.8
N#C/C=C/c1cccc(C#N)c1 | -3.7 | -10.9 | -12.8 | -13.2 | -27.4 | -19.5
C/C(=N\NC(=S)N1CCN(C)CC1)c1nc2ncccc2[nH]1 | -0.4 | -20.1 | -18.6 | 2.5 | -16.1 | 19.8
CC1CC(=O)c2c(CO)nn(CCCO)c2C1 (centres undefined) | -0.9 | -19.4 | -12.9 | -16.9 | -16.0 | 5.3
CCCCC1=CC1(C#N)[N+](=O)[O-] (centres undefined) | 27.8 | 33.4 | 21.6 | 11.5 | 20.5 | 17.3
Nc1ccccc1OCC(O)CN1CCN(Cc2ccccc2)CC1 (centres undefined) | 22.5 | 72.1* | 16.0 | 41.0 | 75.6* | 23.9
CC(=O)/C(C)=N/Nc1ccccc1 | 11.0 | 7.3 | -11.0 | 8.6 | -2.6 | -5.7
COc1ccc(OC)c(NC(=O)Oc2cc(C)c(Cl)c(C)c2)c1 | 6.3 | 5.8 | 8.2 | -1.9 | 7.1 | 9.1
ClC(c1ccccc1)(c1ccccc1)C(Cl)(c1ccccc1)c1ccccc1 | 26.9 | 45.9 | 11.8 | 5.0 | 24.1 | 4.6
COc1ccc(-c2c(O)c3cccc(-c4ccccc4)c3oc2=O)cc1 | 7.5 | 2.7 | 3.0 | 6.7 | -2.9 | 15.0
CC(C)N1CN(C(C)C)CN(C(C)C)C1 | 22.9 | 31.8 | 4.7 | 14.7 | 44.2 | 36.3
COc1ccc([N+](=O)[O-])c(OC)c1C(=O)NCC1CC1 | -0.8 | -17.1 | -14.5 | -31.8 | -20.4 | -34.1
Cc1cccc(NC(=O)CC(=O)N2N=C(N(CCC#N)c3ccccc3Cl)CC2c2ccccc2)c1 (centres undefined) | -35.9 | -14.7 | 28.8 | -30.4 | -21.6 | -5.4
CCCCCC(CO)C(O)(C(F)(F)F)C(F)(F)F (centres undefined) | 49.1 | 44.8 | 47.4 | 33.9 | 65.4 | -30.4
CCOC(=O)CNC(=O)CNC(=O)CNC(c1ccccc1)(c1ccccc1)c1ccccc1 | 63.7 | 66.5 | 68.8 | 60.3 | 55.1 | 38.4

Next section.
SMILES | yeast mlh1 rad18 | rad50 | yeast cln2 rad14 | yeast mec2-1 | yeast sgs1 mgt1 | yeast bub3
CCCCCCCCCC(=O)N/N=C/c1cccnc1 | 91.3* | 88.2* | 26.2 | 87.0* | 95.9* | 71.1*
O=C(Nc1ccc(F)cc1)c1ccc(Cl)cc1Cl | -2.4 | -7.4 | 13.7 | -28.4 | -9.0 | -4.2
CC(C)(O)CCc1ccccc1 | 6.6 | -7.8 | 14.8 | -29.3 | -14.2 | -19.3
COc1ccc(C(=O)Oc2ccc(C(C)(C)C)cc2)cc1 | -0.5 | -12.0 | -20.1 | -26.4 | 5.0 | -9.7
CCCCS(=O)/C=C\C(=O)NCCC (centres undefined) | -3.6 | -4.2 | -22.3 | 0.1 | -5.5 | 11.9
NNc1c(F)c(F)c2c(F)c(F)c(F)c(F)c2c1F | 97.5* | 97.8* | 94.5* | 96.5* | 95.5* | 97.7*
COC(=O)C(Cc1nc2ccccc2[nH]c1=O)C(=O)C(=O)Nc1ccc(F)cc1 (centres undefined) | 12.8 | -3.8 | 9.6 | -8.6 | -1.4 | -5.2
CC12CCCCC1CC(=O)CC2 (centres undefined) | -6.1 | 15.3 | -18.9 | -2.0 | 11.9 | 8.6
CC1=Nc2ccccc2/C1=C\c1c(C)[nH]c2ccccc12 | -32.6 | 83.0* | 74.3* | 86.8* | 85.2* | 87.8*
CC(=O)c1ccc[nH]1 | -9.1 | -4.6 | 0.5 | 1.0 | -26.3 | 10.2
O=C1/C(=C/c2ccccc2)CCc2ccc([N+](=O)[O-])cc21 | -26.4 | -2.9 | 4.1 | -1.9 | 8.2 | 0.9
O=C1Cc2c([nH]c3ccccc23)-c2ccccc2N1 | 21.1 | 25.1 | 5.0 | 13.9 | 13.8 | 35.8
CCOC(=O)N(c1ccccc1)c1cc(=O)n2ccccc2n1 | -11.4 | -12.2 | -10.3 | -32.7 | -10.7 | -18.8
O=C1NN2CCN=C2c2ncccc21 | 23.3 | 14.9 | 18.9 | 12.8 | 18.8 | 5.3
Cn1nc(C(=O)NN)c(=O)[nH]c1=O | 16.9 | 10.9 | -20.6 | -6.8 | 0.8 | 6.6
